# 697 NFkB inh = lowers PMA/ionomycin-induced NF-kB signal in 697 B cells | 697 B-cell NF-kB luciferase reporter, 16 h | inhibition, % at 4 µM | hit rate 0.33% among 330,000; in the data active means inhibition above about 35%
# CXCR6 inh = blocks human CXCR6 beta-arrestin recruitment; hit rate 0.36% among 360,000; CHO-K1 PathHunter CXCR6 beta-arrestin, luminescence; O00574; inhibition, % at 20 µM; in the data active means inhibition above about 34%, passing the limit was not always enough;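 further: antagonist mode with CXCL16 agonist at 10 nM final; 0% = 10 nM CXCL16 with DMSO and 100% = unstimulated wells without agonist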
# Jurkat NFkB inh = lowers PMA/ionomycin-induced NF-kB signal in Jurkat cells | inhibition, % at 4 µM | PMA/ionomycin-induced NF-kB luciferase reporter, luminescence | AID 435003 | hit rate 0.53% among 330,000; in the data active means inhibition above about 50%
# Mdm2-MdmX inh = inhibitors of human Mdm2/MdmX interaction; inhibition, % at 8 µM; O15151+Q00987; hit rate 3% among 330,000; SaOS-2 split-luciferase Mdm2/MdmX complementation, luminescence;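 active means inhibition of at least 50% at 8 µM in the primary screen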
# Target sequence (O15151 whole entry, looked up): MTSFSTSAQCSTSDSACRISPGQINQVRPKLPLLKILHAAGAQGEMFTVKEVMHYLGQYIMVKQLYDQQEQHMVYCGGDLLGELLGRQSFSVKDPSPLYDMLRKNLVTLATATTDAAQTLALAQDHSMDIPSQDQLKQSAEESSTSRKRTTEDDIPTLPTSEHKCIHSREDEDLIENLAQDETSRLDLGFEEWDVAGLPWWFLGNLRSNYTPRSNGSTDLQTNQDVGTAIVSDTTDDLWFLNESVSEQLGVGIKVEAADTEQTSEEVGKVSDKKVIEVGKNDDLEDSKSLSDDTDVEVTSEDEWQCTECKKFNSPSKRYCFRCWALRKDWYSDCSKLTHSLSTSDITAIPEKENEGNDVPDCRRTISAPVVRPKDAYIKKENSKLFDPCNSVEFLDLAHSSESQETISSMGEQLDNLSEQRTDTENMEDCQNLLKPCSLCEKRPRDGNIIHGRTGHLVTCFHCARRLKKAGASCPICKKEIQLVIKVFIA
# Target sequence (Q00987 whole entry, looked up): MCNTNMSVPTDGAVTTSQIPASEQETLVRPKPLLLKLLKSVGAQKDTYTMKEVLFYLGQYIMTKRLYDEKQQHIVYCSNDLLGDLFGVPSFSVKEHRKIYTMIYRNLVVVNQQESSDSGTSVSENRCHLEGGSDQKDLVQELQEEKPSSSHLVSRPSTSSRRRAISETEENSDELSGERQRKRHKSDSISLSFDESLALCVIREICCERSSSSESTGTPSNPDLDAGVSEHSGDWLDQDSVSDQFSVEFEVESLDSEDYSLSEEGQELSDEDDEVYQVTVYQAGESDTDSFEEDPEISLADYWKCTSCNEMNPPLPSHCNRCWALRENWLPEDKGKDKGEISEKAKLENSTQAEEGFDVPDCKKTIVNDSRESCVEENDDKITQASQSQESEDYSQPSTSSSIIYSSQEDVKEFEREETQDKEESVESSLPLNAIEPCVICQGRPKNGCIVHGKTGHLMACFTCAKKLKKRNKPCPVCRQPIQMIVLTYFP
# XBP1 UPR activ = adaptive UPR (XBP1) activation. CHO-XBP1 luciferase reporter, IRE1-XBP1 UPR activation, luminescence; percent of tunicamycin response, DMSO as zero. activation, % at 20 µM. hit rate 0.33% among 330,000;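 active means versus positive control, 20 µM dose yields 30% or more activation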;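 further: 100% = tunicamycin at 10 µg/mL and 0% = DMSO only wells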
#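 Assay system: IRE1-XBP1 luciferase reporter CHO line. Input: 1000 cells/well. Buffer or medium: F12 with 10% serum. Doses: 20 µM, 1% DMSO. Times: overnight seeding at 37 °C, 6 h compound treatment at 37 °C. Technique: Steady-Glo luciferase glow luminescence, 10 min after reagent addition.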
# EBI2 block = antagonists of human EBI2 receptor | P32249 | EBI2 beta-arrestin recruitment, luminescence, 7a,25-OHC stimulated | inhibition, % at 5 µM | hit rate 0.81% among 360,000 | AID 651636; in the data active means inhibition above about 38%;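 further: enzyme fragment complementation signal reports receptor beta-arrestin coupling in cells; 0% = agonist plus DMSO wells and 100% = wells without agonist; some results beyond the cut were filed as inactive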
# CCR6 antagonist = CCR6 (human) receptor antagonism; AID 493098; P51684; hit rate 0.49% among 340,000; CHO-K1 CCR6 PathHunter beta-arrestin, luminescence, CCL20-stimulated; inhibition, % at 20 µM;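 active means compounds whose inhibition of the agonist-driven luminescence signal at 20 µM reaches about 50%, limit read from the data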;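 further: cells stimulated with CCL20 at 14 nM final; plate controls were DMSO with CCL20 for no effect and DMSO without agonist for full effect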
# Gli-Sufu block = blocks Gli-Sufu signaling in a luciferase reporter. inhibition, % at 5 µM. Sufu-KO-LIGHT fibroblasts, Gli luciferase reporter luminescence. hit rate 0.74% among 340,000. AID 588413;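 active means inhibition above about 55%, limit read from the data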;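 further: 0% = DMSO-treated cells and 100% = wells with medium but no cells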
# UPR CHOP act = activators of apoptotic arm of unfolded protein response (CHOP). hit rate 0.34% among 330,000. CHO-CHOP luciferase reporter, UPR activation, luminescence; percent of tunicamycin response over DMSO baseline. AID 449763. activation, % at 10 µM;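 active means at 10 µM dose, activation of 40% or more, normalized to positive control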;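 further: 100% = tunicamycin at 10 µg/mL and 0% = DMSO alone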
#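 Test system: CHO CHOP reporter cells. Input: 500 CHO-CHOP cells per well. Medium: F12 with 10% FBS. Technique: luciferase luminescence. Measure: percent activation relative to tunicamycin control. Dosing: 10 µM compound, 0.5% DMSO. Timing: 16-18 h cell attachment, then 6 h compound exposure, 37 °C.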
# Numbers without * were called inactive; · = no result given.
SMILES,697 NFkB inh,CXCR6 inh,Jurkat NFkB inh,Mdm2-MdmX inh,XBP1 UPR activ,EBI2 block,CCR6 antagonist,Gli-Sufu block,UPR CHOP act
CC(=O)N1c2ccc(S(=O)(=O)N3CCCC3C(=O)Nc3cccc(F)c3)cc2CC1C (configuration not stated),7,-7,16,23,-2,4,9,1,0.8
CN(Cc1cnn(Cc2ccccc2)c1)C(=O)c1cccc(S(=O)(=O)N2CCOCC2)c1,-8,-10,21,38,0,-4,5,0,-1.2
CC(C)(C)NC(=O)CN(Cc1ccc(F)cc1)C(=O)Cn1nnc(-c2ccc(F)cc2)n1,0,-2,-8,-8,1,6,12,5,0.2
Cc1nn(Cc2ccc(C(=O)O)o2)c(C)c1[N+](=O)[O-],10,-2,2,27,-2,-2,14,9,2.1
Cn1c(C(=O)NCCCN2CCN(c3ccc(F)cc3)CC2)cc2c(=O)n(C)c3ccccc3c21,·,9,·,·,·,1,7,12,·
CCN(CC)S(=O)(=O)c1ccc(/C=C/C(=O)N(c2ccccn2)C2CCCCC2)cc1,-18,-3,1,1,-1,2,13,-2,-0.7
CCOc1ccc(-c2nnn(CC(=O)c3cc(OC)ccc3OC)n2)cc1,-1,6,1,2,0,15,5,13,-1.7
CCOC(=O)c1sc2nc(SCC#N)n(CC3CCCO3)c(=O)c2c1C (configuration not stated),10,61*,-8,1,-3,11,8,7,0.6
CCOc1ccccc1NC(=O)Nc1ccsc1C(=O)OC,20,5,1,-37,-4,-2,16,-27,2.6
CCCCCn1c(S(=O)(=O)O)nc2ccccc21,21,-4,-6,15,1,3,9,5,-3.0
O=c1cc[nH]c2c(C(F)(F)F)cccc12,2,2,1,15,3,-10,10,-22,-1.4
CCn1c2ccccc2c2cc(/C=N/n3cnnc3)ccc21,-12,1,-21,7,3,-7,3,2,-0.1
COc1ccc(-n2c(=O)[nH]cc(C(=O)Nc3ccccc3)c2=O)cc1,12,-6,9,-17,2,1,-5,24,-0.2
C=CCc1c(C)nc2c(-c3ccccc3)cnn2c1N1CCOCC1,·,0,·,·,·,8,12,-97,·
Cc1nn(C)cc1CNC(=O)c1ccc(Br)o1,18,0,6,3,-2,1,-5,-3,-2.4
CCOC(=O)c1c(N)sc(C(=O)N(C)C)c1CN1CCOCC1,16,8,1,0,0,-4,4,6,-2.8
Cc1ccc(-c2cc3nc(-c4ccccc4)cc(N4CCOCC4)n3n2)cc1,·,1,·,·,·,29,0,9,·
O=C(CCN1CCc2ccccc21)c1ccc2c(c1)OCCO2,-31,0,-30,-78,3,-7,-1,0,3.5
O=C(CSc1nc2ccccc2nc1SCC(=O)N1CCCCC1)N1CCCCC1,-2,5,-12,26,0,37,8,3,-0.7
O=C1c2cccc([N+](=O)[O-])c2C(=O)N1C1CCCCC1,2,-7,-13,-12,-3,6,-26,-4,0.7
COc1ccccc1NC(=O)c1ccc(NS(=O)(=O)c2ccc(F)c(Cl)c2)cc1,-6,2,17,-3,2,0,-4,7,0.1
COc1ccccc1NS(=O)(=O)c1ccc(C(=O)NCC(c2ccco2)N(C)C)cc1 (configuration not stated),14,1,-14,4,0,-8,4,2,1.0
C=CCn1c(NCc2ccc(N(C)C)cc2)nc2ccccc21,-10,-6,6,-19,1,-6,10,-24,1.8
Cc1ccc(-n2c(Cc3cccs3)nnc2SCC(N)=O)cc1,7,-3,13,13,2,-14,-11,0,0.3
O=C(c1ccc(OC2CCN(Cc3ccccc3O)CC2)cc1)N1CCCCC1,1,7,2,21,-7,12,17,21,1.4
c1cncc(-c2ccc3[nH]ccc3c2)c1,-18,-2,-14,4,3,-7,-3,-24,2.9
C=CCn1c(=O)n(CCOC)c(=O)c2sc3ccccc3c21,7,-6,3,29,3,4,7,-9,0.9
O=C(c1noc2c1CCCC2)N1CCc2c([nH]c3ccccc23)C1c1ccccn1 (configuration not stated),-13,1,-12,-15,-1,-7,0,3,0.4
CCOC(=O)c1cc(C)nc(SC)c1C#N,-13,5,3,-24,4,-23,-2,-2,0.8
COc1cc(OC)cc(-c2c(C#Cc3ccsc3)c3cc(-c4ccc5c(c4)OCCO5)ccc3n2C)c1,7,4,-8,-9,-2,-1,4,-2,-2.4
CCOC(=O)C1=C(c2ccc(OC)cc2)OC(N)=C(C#N)C1c1cccnc1 (configuration not stated),-33,2,-8,-14,1,-4,4,-39,0.6
Cc1cc(C)nc(SCCC(=O)Nc2ccccc2)n1,16,8,9,4,-3,-2,2,-6,-2.0
CC(=O)c1ccc(NC(=O)CSc2nnc(NC(=O)C3CC3)s2)cc1,-7,3,4,0,1,-7,3,-4,0.6
O=c1c2c3c(sc2n2c(=S)[nH]nc2n1-c1ccccc1)CCC3,22,-1,2,6,-1,11,14,-8,0.6
Cn1c(=O)c2c(ncn2CC(=O)Nc2ccc(N3CCOCC3)cc2)n(C)c1=O,3,-14,5,12,0,-9,2,5,0.6
Cc1ccc(CN2CCN(/N=C/c3ccc(O)c(O)c3)CC2)cc1,-24,-1,36,14,19,-4,12,48,147*
NC(=O)c1c(N)sc(=S)n1CC1CCCO1 (configuration not stated),-2,3,-2,-15,0,-5,4,-5,0.6
CN(c1ccc(OCC(=O)N2CCCCC2)cc1)S(=O)(=O)c1cccs1,-21,1,-11,6,1,5,12,-15,-0.4
CCc1cccc(CC)c1NC(=O)COC(=O)c1cccc(-c2ccc(OC(C)=O)cc2)c1,0,2,-6,12,-3,3,-11,-9,-1.0
Cc1cccc(N2CC(C(=O)Nc3ccccc3N3CCCC3)CC2=O)c1C (configuration not stated),-22,0,4,-18,-4,-2,-3,-4,-1.3
Cc1ccc2[nH]cc(S(=O)(=O)c3ccc(F)cc3)c(=O)c2c1,-12,-1,0,2,-2,-13,2,-1,1.6
O=C(O)c1ccccc1/C=N/NC(=O)C1CCCC1,17,-7,2,14,-6,-4,-5,1,3.3
CCCCOc1ccc(SCCCN2CCOCC2)cc1,·,-4,·,·,·,8,10,11,·
O=C(c1cccc(S(=O)(=O)N2CCOCC2)c1)N1CCN(c2ccccc2)CC1,11,-2,-2,-15,-1,3,10,1,-0.5
CC(C)c1ccc(S(=O)(=O)Nc2ccc(-n3cnnn3)cc2)cc1,-6,1,7,3,-1,-6,4,16,-0.4
CCCOc1cc(C)c(S(=O)(=O)NC2CC(C)(C)NC(C)(C)C2)cc1C,14,4,1,38,1,-16,21,10,-1.0
C/C(CC(=O)Nc1ccc(OCc2ccccc2)cc1)=N\NC(=O)C(=O)Nc1cccc(C)c1,-16,-1,-25,10,2,-3,17,-22,0.2
CCn1c2ccccc2c2cc(NC(=O)c3cc(C)on3)ccc21,-12,-6,-11,30,2,11,14,7,0.8
NC(=O)[C@H](Cc1cc2ccccc2s1)NC(=O)[C@@H]1CC2(CC(c3cccc(NC(=O)[C@@H]4CCC(=O)N4)c3)=NO2)CN1C(=O)c1ccccc1 (some centres not stated),13,-4,3,-8,1,-7,2,-5,-0.2
Cn1nc(C(F)(F)F)c(C#N)c1N1CCN(c2ccccn2)CC1,-14,-5,7,26,0,-1,2,20,0.1
O=C(COC(=O)Cc1ccc(S(=O)(=O)N2CCCCC2)s1)Nc1ccc2c(c1)OCO2,-1,2,-4,-9,4,1,7,-1,-1.0
COC(=O)c1ccc(N2C(=O)C3CC=CC(C)C3C2=O)cc1 (configuration not stated),5,-7,8,8,-3,6,-4,1,0.2
O=C(NCc1ccccc1)c1nc(-c2cccs2)no1,-17,6,-23,-7,1,11,12,-11,1.7
COC(=O)Cc1[nH]n(-c2nc3ccccc3s2)c(=O)c1C(C)=Nc1ccc(C)cc1,15,0,45,56*,-13,-2,14,90*,-9.8
CC(C)CN1C(=O)c2ccc(C(=O)Nc3ccccn3)cc2C1=O,15,1,-11,8,2,17,11,3,2.4
O=C(CCN1C(=O)c2ccccc2C1=O)Nc1ccncc1,10,2,-3,17,-1,-2,-8,6,-2.1
CN(Cc1ccccc1F)C(=O)CN1C(=O)NC2(CCc3ccccc32)C1=O (configuration not stated),2,5,14,1,0,0,0,-8,2.5
Cc1ccc(S(=O)(=O)N(C)C)cc1NC(=O)CSc1nncs1,18,-7,-2,6,2,2,6,0,-0.2
CCn1c(C)cc(O)c(C(=O)Nc2cccc(Cl)c2)c1=O,-17,-1,-32,34,3,7,3,-36,7.4
CS(=O)(=O)N1CCC(C(=O)Nc2cccc(Cl)c2)CC1,8,3,2,14,-2,-5,-1,-2,5.0
# Going on with the list:
SMILES,697 NFkB inh,CXCR6 inh,Jurkat NFkB inh,Mdm2-MdmX inh,XBP1 UPR activ,EBI2 block,CCR6 antagonist,Gli-Sufu block,UPR CHOP act
O=C(O)c1ccccc1C(=O)NCCCCCCNC(=O)c1ccccc1C(=O)O,14,-10,-6,11,-5,-2,4,15,0.8
COc1ccc(N2CCN(C(=O)CNC(=O)c3cn(-c4ccccc4OC)c(=O)c4ccccc34)CC2)cc1,5,4,0,-11,-1,2,0,1,-0.7
Cc1ccc(C)c(N(C(=O)CS(=O)CC(=O)Nc2ccc3c(c2)OCO3)C(C)C(=O)NC2CCCC2)c1 (configuration not stated),15,10,-2,18,-1,-4,3,3,0.7
COc1ccc(OCCCC(=O)N2CCN(S(=O)(=O)c3cccc(F)c3)CC2)cc1,-8,-9,8,-1,-1,58*,10,13,0.5
Cc1ccc(NC2CCCN(C(=O)CCc3cn[nH]c3)C2)cc1C (configuration not stated),15,-2,3,21,-7,6,-1,8,1.2
C#Cc1ccc([C@H]2C=C(C(=O)OCC=C)O[C@@H](OCCCCO)C2)cc1,7,1,-5,-2,-2,1,21,2,0.5
CC(C)C[C@H](NC(=O)NCc1ccc(F)cc1)C(=O)O,1,-3,8,-7,-1,-9,4,0,3.4
COc1cc(CNCc2cc(OC)ccc2OC)cc(OC)c1,-12,-7,14,-14,-3,-7,21,57*,2.0
c1ccc2c(c1)CC(N1CCCCC1)c1ccccc1S2 (configuration not stated),-52,4,-25,23,2,7,21,9,2.3
O=C(COC(=O)c1cc(NS(=O)(=O)c2cccs2)ccc1O)Nc1ccccc1,20,-6,1,0,-2,-6,3,3,0.1
CC(=O)NC(CSC(CC(=O)c1ccco1)c1ccc(C)cc1)C(=O)O (configuration not stated),-19,5,-11,1,4,-10,-2,-9,1.0
CC(C)N(C(=O)Cn1cc(S(=O)(=O)CC(=O)NCc2ccc(F)cc2)c2ccccc21)C(C)C,0,-5,0,10,-2,-4,2,4,-0.8

# 5 neighbouring records out of the list so far, quoted:
SMILES,697 NFkB inh,CXCR6 inh,Jurkat NFkB inh,Mdm2-MdmX inh,XBP1 UPR activ,EBI2 block,CCR6 antagonist,Gli-Sufu block,UPR CHOP act
COc1cc(CNCc2cc(OC)ccc2OC)cc(OC)c1,-12,-7,14,-14,-3,-7,21,57*,2.0
c1ccc2c(c1)CC(N1CCCCC1)c1ccccc1S2 (configuration not stated),-52,4,-25,23,2,7,21,9,2.3
O=C(COC(=O)c1cc(NS(=O)(=O)c2cccs2)ccc1O)Nc1ccccc1,20,-6,1,0,-2,-6,3,3,0.1
CC(=O)NC(CSC(CC(=O)c1ccco1)c1ccc(C)cc1)C(=O)O (configuration not stated),-19,5,-11,1,4,-10,-2,-9,1.0
CC(C)N(C(=O)Cn1cc(S(=O)(=O)CC(=O)NCc2ccc(F)cc2)c2ccccc21)C(C)C,0,-5,0,10,-2,-4,2,4,-0.8

# Source: PubChem BioAssay

# This is a random part of the collection. Share with any hit: about 5%.
